From PubChem
PAFAH1B3 inh – PAFAH1B3 enzyme inhibitors, primary screen, biochemical, fluorescence polarization, human. recombinant PAFAH1B3, FP-rhodamine probe. Platelet-activating factor acetylhydrolase IB subunit alpha1 (Homo sapiens), Q15102. inhibition, % at 3.39 µM. actives 0.28% (n = 340,000);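 active means inhibition above the screen-wide average of all tested compounds plus 3 SD, cut at about 25% in these data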;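 further: 0% = enzyme with DMSO only and 100% = wells lacking PAFAH1B3 protein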
Target sequence (Q15102 whole entry, looked up): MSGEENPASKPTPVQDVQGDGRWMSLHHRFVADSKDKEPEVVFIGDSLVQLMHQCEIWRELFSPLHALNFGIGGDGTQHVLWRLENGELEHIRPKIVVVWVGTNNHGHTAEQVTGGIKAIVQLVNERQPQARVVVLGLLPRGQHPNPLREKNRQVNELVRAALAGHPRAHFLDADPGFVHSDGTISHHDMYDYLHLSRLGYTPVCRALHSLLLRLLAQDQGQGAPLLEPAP
PAFAH2 FP inh – PAFAH2 enzyme inhibitors, primary screen, biochemical, fluorescence polarization, human; actives 0.99% (n = 340,000); recombinant PAFAH2, FP-rhodamine activity probe; Platelet-activating factor acetylhydrolase 2, cytoplasmic (Homo sapiens), Q99487; inhibition, % at 3.39 µM;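 active means inhibition above the mean over all tested compounds plus 3 SD, cut at about 30% in these data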;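 further: inhibitors block probe labeling of enzyme so polarization drops; 0% = enzyme with DMSO and 100% = wells lacking PAFAH2 protein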
PAD4 inh – human PAD4 inhibitors, primary screen, biochemical, fluorescence polarization, 1536-well format | Protein-arginine deiminase type-4 (Homo sapiens), Q9UM07 | recombinant PAD4, RCA probe fluorescence polarization | inhibition, % at 6.36 µM | actives 0.41% (n = 330,000) | AID 485272, 2010;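 active means percent inhibition above a cutoff equal to the mean of all tested compounds plus 3 SD, cut at about 15% in these data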;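 further: 0% = PAD4 with RCA probe and DMSO and 100% = probe without PAD4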
ZTA DNA inh – ZTA (EBV) inhibition in EBNA-1 counter-screen. P03206. AID 2234. actives 0.15% (n = 320,000). inhibition, % at 11 µM. ZTA-DNA binding, fluorescence polarization; in the data active means inhibition above about 33%
LYPLA1 counter – LYPLA1 inhibitors, primary screen, counter-screen for PME1 inhibitor project, biochemical, fluorescence polarization, FP-Rh probe ABPP; actives 0.16% (n = 320,000); inhibition, % at 5.9 µM; recombinant LYPLA1; Acyl-protein thioesterase 1 (Homo sapiens), O75608; AID 2174, 2009;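 active means inhibition above the mean of all tested compounds plus 3 SD, set per campaign, cut at about 14% in these data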;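 further: inhibitors block serine hydrolase probe labeling of LYPLA1 so polarization falls; 0% = enzyme with DMSO and 100% = wells lacking LYPLA1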
EBNA-1 inh – EBNA-1 DNA-binding inhibitors, primary screen, biochemical, fluorescence polarization | inhibition, % at 14.8 µM | actives 0.34% (n = 300,000); in the data active means inhibition above about 28%
PREPL inhibitor – PREPL enzyme inhibitors, primary screen, biochemical, fluorescence polarization; recombinant PREPL, fluorescence polarization activity-based probe; Prolyl endopeptidase-like (Homo sapiens), Q4J6C6; inhibition, % at 5.96 µM; actives 0.68% (n = 320,000); in the data active means inhibition above about 43%;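 further: 0% = enzyme with DMSO and 100% = wells lacking enzyme; many of its hits are not listed in these tables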
Target sequence (Q4J6C6 whole entry, looked up): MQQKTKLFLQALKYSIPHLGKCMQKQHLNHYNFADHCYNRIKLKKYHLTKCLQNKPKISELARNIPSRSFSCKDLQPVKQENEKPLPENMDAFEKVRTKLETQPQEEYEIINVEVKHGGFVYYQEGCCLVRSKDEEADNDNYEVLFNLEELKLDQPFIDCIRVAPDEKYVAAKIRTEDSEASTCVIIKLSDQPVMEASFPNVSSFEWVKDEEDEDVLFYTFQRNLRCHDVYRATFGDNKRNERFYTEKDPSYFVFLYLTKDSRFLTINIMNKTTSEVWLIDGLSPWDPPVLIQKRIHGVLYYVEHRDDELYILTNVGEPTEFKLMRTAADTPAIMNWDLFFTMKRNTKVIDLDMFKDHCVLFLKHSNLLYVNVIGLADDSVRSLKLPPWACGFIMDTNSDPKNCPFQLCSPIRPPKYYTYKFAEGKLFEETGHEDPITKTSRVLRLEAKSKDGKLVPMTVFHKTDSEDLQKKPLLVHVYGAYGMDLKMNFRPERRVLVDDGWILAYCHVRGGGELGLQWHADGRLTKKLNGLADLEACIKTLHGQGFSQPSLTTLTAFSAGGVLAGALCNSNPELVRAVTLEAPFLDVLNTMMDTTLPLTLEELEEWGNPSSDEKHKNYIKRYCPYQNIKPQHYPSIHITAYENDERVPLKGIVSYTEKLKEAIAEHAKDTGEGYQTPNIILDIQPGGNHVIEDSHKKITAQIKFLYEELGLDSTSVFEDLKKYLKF
GSTO1 inh – inhibitors of recombinant GSTO1, primary screen, counter-screen for RBBP9 inhibitor project, biochemical, fluorescence polarization | inhibition, % at 5.96 µM | AID 1974, 2009 | actives 1.1% (n = 300,000) | Glutathione S-transferase omega-1 (Homo sapiens), P78417 | activity-based probe fluorescence polarization;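 active means inhibition above the campaign mean inhibition plus 3 SD, cut at about 35% in these data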;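 further: 0% = GSTO1-1 with DMSO and 100% = wells lacking GSTO1-1 enzyme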
LYPLA2 inh – LYPLA2 inhibitors, primary screen, counter-screen for PME1 inhibitor project, biochemical, fluorescence polarization, FP-Rh probe ABPP | recombinant LYPLA2 | AID 2177, 2009 | actives 0.38% (n = 320,000) | inhibition, % at 5.9 µM | Acyl-protein thioesterase 2 (Homo sapiens), O95372;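 active means inhibition above the screen-wide mean plus 3 SD, limit set per campaign, cut at about 26% in these data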;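 further: 0% = LYPLA2 with DMSO and 100% = wells lacking LYPLA2 enzyme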
Active calls of the source: *; / = not tested or not shown. These rows are one share of the data; count on the stated rates, not on these rows.

molecule	PREPL inhibitor	PAFAH1B3 inh	LYPLA2 inh	PAD4 inh	LYPLA1 counter	EBNA-1 inh	GSTO1 inh	PAFAH2 FP inh	ZTA DNA inh
COC(=O)C1CCN(C(=O)COc2ccc(S(=O)(=O)N3CCOCC3)cc2Cl)CC1	13	6	/	2	/	/	/	-1	/
Cc1ccc(S(=O)(=O)/N=S(\C)C(C)C)cc1 (configuration not stated)	2	3	6	-1	1	-3	1	5	-7
COc1ccc(-c2csc(NC(=O)c3cccc(S(=O)(=O)N4CCN(C)CC4)c3)n2)cc1	8	0	-4	0	-14	5	-7	4	6
Cc1c(-c2cccc(Cl)c2)nc2ccccc2c1C(=O)OCC(=O)N(C)C1CCS(=O)(=O)C1 (configuration not stated)	18	-5	5	1	-1	-14	-7	-2	-12
CS(=O)(=O)Nc1ccccc1C(=O)O	8	4	8	1	-3	4	9	0	-3
CCc1ccc(NC(=O)CSc2nc3ncc(Br)cc3[nH]2)cc1	-14	6	1	-4	-1	11	0	-3	-4
O=C(O)CCCCNS(=O)(=O)/C=C/c1ccccc1	-11	3	-2	1	2	-9	2	7	1
CCCCN(C)C1CCN(C(=S)Nc2cccc(OC)c2)CC1	-2	2	4	-1	-1	7	2	8	9
Cc1ccc(Oc2c(F)c(F)nc(N3CCCC3)c2F)cc1	5	12	-1	1	4	1	3	2	2
CC(C)NC(=O)CSCc1c(F)cccc1Cl	-10	-1	2	1	-2	1	-5	0	-4
CC(O)(CS(=O)(=O)Cc1ccccc1)C(=O)Nc1ccc(C(F)(F)F)cc1 (configuration not stated)	-4	-3	1	0	-5	-1	-11	10	-10
CC(C)NC(=O)c1ccccc1-c1ccccc1	10	7	5	1	-2	-8	-2	0	-3
Cn1c(=O)c(Oc2ccc(F)cc2)c(O)c2ccccc21	7	1	-1	4	-2	12	4	-4	-10
CC1CN(CC(=O)NN=C(c2ccccc2)c2ccccc2)CC(C)O1 (configuration not stated)	3	2	-1	1	-6	4	-4	5	9
CCCN1CCN(C(=O)Cn2ncc3ccccc32)CC1	2	0	2	-4	-1	5	0	7	6
COC(=O)[C@]1(C)N[C@H](CN(C)C(=O)Nc2ccc(Cl)cc2)[C@@H]2C(=O)N(Cc3ccccc3)C(=O)[C@@H]21	11	5	/	-3	/	/	/	3	/
COc1ccc(CC(=O)OCC(=O)N2CCN(S(=O)(=O)c3ccc(C)cc3C)CC2)cc1	24	5	6	-4	-1	/	/	9	-10
COc1ccc(C(=O)NCCOc2cccc(OC)c2)cc1	-10	8	1	4	3	5	4	3	3
CCN(CC)CCN(C(=O)/C=C/c1cccs1)c1nc2ccc(Cl)cc2s1	9	9	-1	-2	-3	-15	-2	3	3
CC(=O)Nc1ccc(-c2csc(NC(=O)c3ccc(C)o3)n2)cc1	-5	5	-4	3	-7	-7	-4	-2	12
O=C(Nc1ccc(-c2nc3ccccc3s2)c(OC(=O)c2ccccc2)c1)c1ccccc1	1	4	-17	2	-7	11	-2	-3	6
On1nnc2c3ccccc3c3ccccc3c21	11	38*	-4	-7	-3	8	2	3	1
CN(C)c1ccc([C@@H]2[C@@H]([N+](=O)[O-])[C@H]3C=Cc4ccccc4N3[C@H]2C(=O)c2ccc(Cl)cc2)cc1	35	0	-7	-21	-6	-1	10	8	-8
NNC(=O)c1ccc2c(c1)S(=O)(=O)NNC2=O	2	6	0	-1	7	-2	1	6	5
COc1cc(NC(=O)c2cnc(N)o2)cc(C(=O)Nc2cccc(C(F)(F)F)c2)c1	-5	7	-68	-1	-33	6	-43	4	1
O=C(NC(Cc1c[nH]c2ccccc12)C(=O)NCCCN1CCOCC1)c1cccs1 (configuration not stated)	7	5	5	3	-2	-4	7	12	6
O=C(CSc1ncn[nH]1)Nc1ccc(Cl)c(Cl)c1	-15	2	0	2	-3	0	52*	1	-1
COc1cc(-c2cc(N)n(S(=O)(=O)c3ccc(F)cc3)n2)cc(OC)c1OC	1	-4	-2	-1	2	9	-1	7	15
Ic1ccc(N2CCN(Cc3c[nH]c4ncccc34)CC2)cc1	-42	11	6	1	0	5	6	15	-12
Cc1c(NC(=O)Nc2ccc(Cl)c(Cl)c2)c(=O)n(-c2ccccc2)n1C	0	-2	-10	-7	-13	-16	1	-27	-3
Cc1coc2cc3oc(=O)c(CCC(=O)NCCCN4CCOCC4)c(C)c3cc12	2	1	-1	1	2	-6	3	5	-3
O=C1OC(c2ccccc2)C2(CCCC2)C(=O)C12CCCC2 (configuration not stated)	11	10	6	-2	-1	5	2	-11	-8
CC(NC(=O)c1ccc([N+](=O)[O-])cc1Cl)C1CC2CCC1C2 (configuration not stated)	-6	10	1	0	0	-6	3	-4	9
Cc1cc(C)c(Cn2c(=O)n(CCCC(=O)NCc3ccco3)c(=O)c3sccc32)c(C)c1	2	-15	-11	-4	-9	2	-13	-13	0
CN(C)c1oc(-c2ccccc2Cl)nc1P(=O)(c1ccccc1)c1ccccc1	26	4	-3	-4	-2	-2	4	2	-7
Cc1ccc(C(=O)OCC(=O)NC2CCCCC2)cc1S(=O)(=O)N1CCCCC1	-3	12	7	3	1	/	/	29	3
COc1nc(-c2ccccc2Cl)ccc1C#N	26	-2	1	0	1	12	6	6	1
O=C(NCc1ccco1)C(Cc1ccccc1)N1C(=O)c2ccccc2C1=O (configuration not stated)	-1	8	-1	-4	-2	-12	5	-2	-1
COc1ccc(Cl)cc1NC(=O)COC(=O)Cc1cc(OC)c(OC)c(OC)c1	1	6	/	1	/	/	/	-1	/
CCOc1cc(S(=O)(=O)NCc2cccs2)ccc1Cl	-7	8	1	4	-4	-7	-2	6	8
O=C(NC1(Cc2ccccc2)CCN(CCCc2ccccc2)C1=O)c1ccccc1 (configuration not stated)	-8	9	-3	1	0	/	/	2	17
COc1ccc(C(=O)OCC(=O)NC2CC2)cc1S(=O)(=O)N(C)Cc1ccccc1	-1	4	0	2	0	8	-1	54*	9
CCC(C)NCC(=O)Nc1ccc(-c2nc3cc(NC(=O)CNC(C)CC)ccc3o2)cc1 (configuration not stated)	-11	7	-6	2	-3	10	-88	-5	6
O=C(Cn1cnc([N+](=O)[O-])n1)c1ccc(O)c(O)c1	0	12	4	4	1	1	31	2	-13
Cc1ccc(C)c(S(=O)(=O)N2CCCCC2CCNC(=O)C(=O)NCc2cccnc2)c1 (configuration not stated)	-8	0	0	-4	1	3	11	-1	1
N#Cc1ccccc1OCC(=O)NCC1(N2CCCCC2)CCCCC1	9	7	1	-4	-3	-5	4	4	-8
CN1CCN(c2ccccc2NC(=O)c2ccc(F)cc2)CC1	7	1	4	-3	1	-1	7	-3	-4
O=c1cc(O)c2sc(Nc3cccc(C(F)(F)F)c3)nc2[nH]1	0	-1	2	-6	5	4	16	-3	0

Compound profiles (already shown). Screens in order: PREPL inhibitor, PAFAH1B3 inh, LYPLA2 inh, PAD4 inh, LYPLA1 counter, EBNA-1 inh, GSTO1 inh, PAFAH2 FP inh, ZTA DNA inh
CCOc1cc(S(=O)(=O)NCc2cccs2)ccc1Cl in the list: -7, 8, 1, 4, -4, -7, -2, 6, 8
Cc1ccc(C)c(S(=O)(=O)N2CCCCC2CCNC(=O)C(=O)NCc2cccnc2)c1 (configuration not stated) in the list: -8, 0, 0, -4, 1, 3, 11, -1, 1

(more compounds)
molecule	PREPL inhibitor	PAFAH1B3 inh	LYPLA2 inh	PAD4 inh	LYPLA1 counter	EBNA-1 inh	GSTO1 inh	PAFAH2 FP inh	ZTA DNA inh
Cc1c(Cl)cccc1NC(=O)CCN1CCOCC1	5	4	0	1	1	-8	-2	-2	6
O=C(/C=C/c1ccc([N+](=O)[O-])cc1)Nc1cccnc1	8	-1	11	-6	-2	6	-7	1	-7
CCCc1c(O)nc(SCC(=O)N2CCCCC2)[nH]c1=O	10	7	1	-3	-2	1	-1	4	-6
Cc1cccc(N2C(=O)c3ccccc3C2=O)n1	0	0	-12	2	1	-9	5	-10	0
CC1(C)CC(=O)C2=C(C1)OC(N)=C(C#N)C2Cc1ccccc1 (configuration not stated)	10	5	4	2	3	-3	4	0	10
Cc1ccc(S(=O)(=O)N2CCOCC2)cc1C(=O)Nc1nc(-c2cccnc2)cs1	5	5	4	-9	3	-8	9	4	-14
COc1cc(NC(=O)c2noc3c2CCC3)c(OC)cc1Cl	2	9	8	0	0	2	7	13	2
CCN(Cc1ccccc1)C(c1ccc(C(F)(F)F)cc1)c1nnnn1C(C)(C)C (configuration not stated)	-6	4	1	-4	-3	18	-1	-12	13
CC1=NN(C(N)=S)C(=O)C1N=Nc1cccc(Cl)c1C (configuration not stated)	4	-3	-3	-7	0	6	5	10	7
Cc1cc(C(=O)COC(=O)c2ccc(N)c([N+](=O)[O-])c2)c(C)n1-c1ccc2c(c1)OCO2	1	3	-12	-4	-8	-1	-6	19	-2
COc1ccc(S(=O)(=O)N2CCOC2CNC(=O)C(=O)NCCc2ccc(OC)c(OC)c2)cc1 (configuration not stated)	11	8	8	1	3	-13	1	3	-17
COCCNC(=O)C(c1ccc(C)cc1)N(C(=O)CCC(=O)Nc1ccccn1)C1CCCCC1 (configuration not stated)	6	5	1	1	-3	-2	4	5	-6
COc1cc(NC(=O)CSc2nc(=O)n(CCN3CCOCC3)c3c2CCC3)cc(OC)c1	-3	4	0	6	0	3	2	-3	6

Individual results from above.
COc1cc(NC(=O)CSc2nc(=O)n(CCN3CCOCC3)c3c2CCC3)cc(OC)c1 in GSTO1 inh is entered as 2
COc1cc(NC(=O)c2noc3c2CCC3)c(OC)cc1Cl in PREPL inhibitor is entered as 2
